Screening data (PubChem BioAssay)
PRC2 inh: EZH2/PRC2 methyltransferase inhibitors, primary screen, biochemical, DELFIA time-resolved fluorescence, single point | PRC2 H3K27 methylation, DELFIA TRF, 1 h | inhibition, % at 12.5 µM | hit rate 0.35% among 57,000 | AID 651548, 2012;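 active = mean inhibition of replicates at least 50% and every single replicate also reaching 50%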;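 note: dimethyl H3K27 on biotinylated H3 21-44 peptide detected by antibody; plate controls were median neutral control wells for no effect and median positive control wells for full effect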
IDH1 R132H inh: inhibitors of IDH1 R132H reductase, primary screen, biochemical, plate reader, single point | Isocitrate dehydrogenase [NADP] cytoplasmic (Homo sapiens), O75874 | diaphorase/resazurin fluorescence, 60 min | inhibition, % at 10 µM | hit rate 0.18% among 70,000; in the data active = inhibition above about 34%;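 note: 0% = DMSO and 100% = no enzyme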
Target sequence (O75874 whole entry R132H): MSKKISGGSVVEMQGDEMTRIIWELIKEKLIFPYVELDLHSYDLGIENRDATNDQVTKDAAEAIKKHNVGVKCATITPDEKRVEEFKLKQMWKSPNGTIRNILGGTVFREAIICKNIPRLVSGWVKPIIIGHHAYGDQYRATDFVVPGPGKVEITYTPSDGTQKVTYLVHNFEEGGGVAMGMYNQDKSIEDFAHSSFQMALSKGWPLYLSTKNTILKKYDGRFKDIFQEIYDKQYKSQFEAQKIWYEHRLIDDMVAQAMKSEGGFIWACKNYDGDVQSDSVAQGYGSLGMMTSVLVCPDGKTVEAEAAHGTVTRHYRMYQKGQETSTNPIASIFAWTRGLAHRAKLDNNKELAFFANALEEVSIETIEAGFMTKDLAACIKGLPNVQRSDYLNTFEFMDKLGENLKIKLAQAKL
* marks the source's active call; other numbers are inactive results; / = not tested or not shown. This is a subset; count on the stated rates, not on these rows.

#	structure	IDH1 R132H inh	PRC2 inh
1	CN1CCN(C(=O)C[C@H]2C[C@@H]3c4cc(NC(=O)NC5CCCC5)ccc4O[C@@H]3[C@@H](CO)O2)CC1	0.1	24.2
2	O=C(CSc1nc2ccccc2c(=O)n1-c1cccc(Cl)c1)Nc1cccc(Cl)c1	-0.1	-18.4
3	C[C@H](CO)N1C[C@H](C)[C@H](CN(C)C)OCc2ccccc2-c2ccccc2C1=O	0.7	4.6
4	C[C@H]1CN([C@@H](C)CO)C(=O)c2cc(/C=C/c3ccccc3)cnc2O[C@@H]1CN(C)C(=O)c1cccnc1	0.1	/
5	C[C@@H]1CN([C@H](C)CO)C(=O)c2cc(-c3cccc(C(=O)N(C)C)c3)cnc2O[C@@H]1CN(C)CC1CC1	-0.4	-0.6
6	CC(=O)N(C)C[C@@H]1Oc2cc(-c3ccccc3C)ccc2S(=O)(=O)N([C@H](C)CO)C[C@@H]1C	-4.0	0.3
7	C[C@@H]1CN([C@H](C)CO)C(=O)c2cccc(NS(=O)(=O)c3cccs3)c2O[C@H]1CN(C)Cc1ccc(-c2ccccc2)cc1	1.7	-16.4
8	CNC[C@@H]1Oc2c(NS(C)(=O)=O)cccc2C(=O)N([C@H](C)CO)C[C@H]1C	-0.3	3.8
9	CCn1c(SCC(=O)c2ccc(C)cc2)nnc1-c1ccncc1	-1.0	6.3
10	CCCN(C)C[C@@H]1Oc2cc(C3=CCCCC3)ccc2S(=O)(=O)N([C@@H](C)CO)C[C@@H]1C	-1.6	-2.2
11	O=C(Nc1ccccc1)N[C@H]1CC[C@H](CCNS(=O)(=O)c2cccc(F)c2)O[C@H]1CO	-0.1	1.3
12	C[C@@H]1CCCCO[C@H](CN(C)S(=O)(=O)c2cn(C)cn2)[C@@H](C)CN([C@@H](C)CO)C(=O)c2cc(NC(=O)Nc3ccc(F)cc3)ccc2O1	-10.2	/
13	COc1ccc(-c2nnc3c4ccccc4c(C)nn23)cc1S(=O)(=O)NCC1CCCO1 (centres undefined)	-0.1	-6.8
14	O=C(C[C@H]1CC[C@@H](NC(=O)Nc2ccc(C(F)(F)F)cc2)[C@H](CO)O1)NCCN1CCCC1	0.2	-4.5
15	CO[C@H]1CN(C)C(=O)c2ccc(NC(C)=O)cc2OC[C@@H](C)N(C(=O)c2ccccc2F)C[C@@H]1C	/	-3.5
16	O=S(=O)(Nc1ncccn1)c1ccc(NC(=S)N2CCN(c3ncccn3)CC2)cc1	0.3	-11.4
17	CC(C)NC(=O)N(C)C[C@@H]1Oc2ccc(NC(=O)CCCCCC(=O)Nc3ccccc3N)cc2C(=O)N([C@H](C)CO)C[C@H]1C	/	8.7
18	C[C@H](CO)N1C[C@H](C)[C@@H](CN(C)S(=O)(=O)c2cccc(F)c2)Oc2ncc(-c3cccc(F)c3)cc2C1=O	1.4	-0.1
19	C[C@H]1CN([C@@H](C)CO)C(=O)c2cc(C3=CCCC3)cnc2O[C@H]1CN(C)Cc1cccnc1	0.3	10.0
20	CO[C@H]1CN(C)C(=O)c2cc(NC(=O)c3ccc4c(c3)OCO4)ccc2OC[C@@H](C)N(CC2CC2)C[C@H]1C	-0.1	-0.3

Compound profiles, as listed above. Order of screens: IDH1 R132H inh	PRC2 inh
C[C@@H]1CN([C@H](C)CO)C(=O)c2cccc(NS(=O)(=O)c3cccs3)c2O[C@H]1CN(C)Cc1ccc(-c2ccccc2)cc1 is listed with 1.7	-16.4
C[C@H]1CN([C@@H](C)CO)C(=O)c2cc(C3=CCCC3)cnc2O[C@H]1CN(C)Cc1cccnc1 is listed with 0.3	10.0
CC(=O)N(C)C[C@@H]1Oc2cc(-c3ccccc3C)ccc2S(=O)(=O)N([C@H](C)CO)C[C@@H]1C is listed with -4.0	0.3
O=S(=O)(Nc1ncccn1)c1ccc(NC(=S)N2CCN(c3ncccn3)CC2)cc1 is listed with 0.3	-11.4
CO[C@H]1CN(C)C(=O)c2ccc(NC(C)=O)cc2OC[C@@H](C)N(C(=O)c2ccccc2F)C[C@@H]1C is listed with /	-3.5

(further entries)
#	structure	IDH1 R132H inh	PRC2 inh
21	Cc1ccc(S(=O)(=O)NCC[C@H]2CC[C@@H](NC(=O)CC3CC3)[C@H](CO)O2)cc1	0.3	2.5
22	O=C(CCCN1C(=O)c2cccc3cccc(c23)C1=O)Nc1ccccc1C(F)(F)F	0.2	4.7
23	C[C@@H]1CN([C@@H](C)CO)C(=O)Cc2cc(NC(=O)Nc3ccc(C(F)(F)F)cc3)ccc2O[C@@H]1CN(C)S(C)(=O)=O	2.3	0.1
24	C[C@H](CO)N1C[C@H](C)[C@H](CN(C)Cc2cccnc2)Oc2cc(-c3ccccc3F)ccc2S1(=O)=O	7.6	10.6
25	CCCCCc1ccc(/C=C/C(=O)Nc2ccccc2C(=O)O)cc1	-1.0	61.8*
26	Cc1ccc(S(=O)(=O)Nc2cccc3c2O[C@H](CN(C)S(=O)(=O)c2ccccc2)[C@@H](C)CN([C@@H](C)CO)C3=O)cc1	1.5	/
27	COCC(=O)Nc1ccc2c(c1)[C@H]1C[C@H](CC(=O)NCCc3ccccc3)O[C@H](CO)[C@H]1O2	0.5	-5.5
28	C[C@@H]1CN([C@H](C)CO)C(=O)Cc2cc(NC(=O)CCN3CCOCC3)ccc2O[C@H]1CN(C)Cc1ccncc1	1.5	0.7
29	COc1ccc(NC(=O)N(C)C[C@H]2OCCCC[C@@H](C)Oc3ccc(NC(=O)c4ccccc4)cc3C(=O)N([C@H](C)CO)C[C@@H]2C)cc1	-8.8	/
30	COc1ccc(C(=O)C(C)Oc2ccc(NC(=O)c3cccc(OC)c3)cc2)cc1 (centres undefined)	0.0	38.4
31	O=C(Nc1ccc(Cc2ccc(O)c(NC(=O)c3ccccc3F)c2)cc1O)c1ccccc1F	0.1	12.8
32	CN1C(=O)c2ccccc2-n2c(nc3ccccc3c2=O)[C@@]12O[C@H]2c1ccccc1	-0.3	/
33	Cc1ccc(N(C(C)C(=O)Nc2ccccc2C(=O)N2CCOCC2)S(C)(=O)=O)cc1C (centres undefined)	-0.3	17.4
34	Cc1ccc(CN(C)C[C@@H]2OCc3cn(nn3)CCCC(=O)N([C@@H](C)CO)C[C@@H]2C)cc1	-0.1	1.3
35	C[C@H]1CCCCO[C@H](CN(C)Cc2ccc(C(=O)O)cc2)[C@@H](C)CN([C@@H](C)CO)C(=O)c2cc(NS(=O)(=O)c3ccc(Cl)cc3)ccc2O1	-1.5	/
36	CCNC(=O)C[C@@H]1C=C[C@@H](NC(=O)C2CC2)[C@@H](CO)O1	3.2	7.0
37	COc1ccc(S(=O)(=O)N(C)C[C@@H]2Oc3c(NC(=O)Nc4cccc5ccccc45)cccc3C(=O)N([C@H](C)CO)C[C@@H]2C)cc1	-0.5	/
38	O=C(C[C@H]1C=C[C@@H](NC(=O)c2ccccc2)[C@H](CO)O1)NCCc1ccncc1	0.6	1.3
39	Clc1ccc2nc(NC3=NCN(CCN4CCOCC4)CN3)nc(-c3ccccc3)c2c1	1.2	-6.6
40	C[C@H]1CN([C@@H](C)CO)C(=O)c2cccc(N(C)C)c2O[C@H]1CN(C)C(=O)Nc1ccc(F)cc1	0.1	/
41	CO[C@H]1CN(C)C(=O)c2cc(NC(=O)c3ccccc3)ccc2OC[C@H](C)N(C(C)=O)C[C@H]1C	-0.1	8.0
42	CO[C@@H]1CN(C)C(=O)c2cc(NC(C)=O)ccc2OC[C@@H](C)N(Cc2cccnc2)C[C@@H]1C	/	-4.9
43	O=C(C[C@H]1CC[C@H](NC(=O)c2cccnc2)[C@@H](CO)O1)NCc1ccc(Cl)c(Cl)c1	0.2	12.0
44	Cc1ccc(NC(=O)CN(c2ccc(Cl)c(C(F)(F)F)c2)S(C)(=O)=O)cc1	6.0	13.3
45	COc1ccc(NC(=O)Nc2cccc3c2O[C@H](CN(C)C(=O)Nc2ccc(F)cc2)[C@@H](C)CN([C@H](C)CO)C3=O)cc1	-3.0	/
46	CC(=O)NCCCC[C@@H]1NC(=O)[C@H]2C[C@@H](C(=O)NCCCCCCNC(=O)CS)[C@@H](c3ccc(O)cc3)N2C1=O	/	6.3
47	C[C@H](CO)N1C[C@H](C)[C@@H](CN(C)Cc2ccc(C(=O)Nc3ccccc3N)cc2)Oc2c(NC(=O)c3cnccn3)cccc2C1=O	/	-3.0
48	O=C(O)C[C@H]1C[C@H]2c3cc(NC(=O)Nc4ccc(F)cc4)ccc3O[C@H]2[C@@H](CO)O1	-1.9	3.0
49	O=C(Nc1ccc(Cl)c(Cl)c1)N[C@H]1CC[C@H](CCn2cc(C3CCCCC3)nn2)O[C@H]1CO	-0.9	14.5
50	C[C@@H]1CN([C@H](C)CO)S(=O)(=O)c2ccc(C#CC3CC3)cc2O[C@@H]1CN(C)Cc1cccc(F)c1	-1.7	17.1
51	C[C@@H]1CN([C@@H](C)CO)C(=O)c2cccc(NC(=O)CCCCCC(=O)Nc3ccccc3N)c2O[C@@H]1CN(C)S(=O)(=O)c1cn(C)cn1	/	-3.5
52	COc1c(CCC(=O)O)c(O[C@@H]2O[C@H](CO)[C@@H](O)[C@H](O)[C@H]2O)cc2occc12	0.1	15.5
53	C[C@H]1CN([C@@H](C)CO)C(=O)c2cc(NC(=O)Nc3cccc4ccccc34)ccc2O[C@H]1CN(C)Cc1ccc(Cl)c(Cl)c1	0.4	/
54	C[C@@H]1CCCCO[C@H](CN(C)C(=O)Nc2ccccc2)[C@@H](C)CN([C@@H](C)CO)C(=O)c2cc(NC(=O)C3CCCCC3)ccc2O1	1.4	/
55	CSc1nnc(Cc2ccccc2)c(=O)[nH]1	-0.9	36.7
56	COc1ccccc1S(=O)(=O)N[C@H]1CC[C@@H](CCn2cc(C3CC3)nn2)O[C@H]1CO	-0.3	-2.7
57	Cc1noc(C)c1S(=O)(=O)Nc1ccc2c(c1)C(=O)N([C@@H](C)CO)C[C@@H](C)[C@H](CN(C)S(=O)(=O)c1ccc(F)cc1)OCCCC[C@H](C)O2	-0.4	/
58	COc1ccc(CN(C)C[C@H]2Oc3c(NC(=O)C4CCOCC4)cccc3C(=O)N([C@@H](C)CO)C[C@@H]2C)cc1	-0.5	12.1
59	COc1ccc(S(=O)(=O)Nc2ccc3c(c2)C(=O)N([C@@H](C)CO)C[C@@H](C)[C@@H](CN(C)CC2CC2)O3)cc1	3.2	/
60	CC(C)NC(=O)N(C)C[C@@H]1Oc2ccc(NC(=O)Nc3ccc(F)cc3)cc2C(=O)N([C@H](C)CO)C[C@H]1C	-10.0	4.4
61	Cc1n[nH]c(C)c1C(=O)CC1(O)C(=O)Nc2ccc(Br)cc21 (centres undefined)	0.2	-9.2
62	C[C@H](CO)N1C[C@H](C)[C@H](CN(C)S(C)(=O)=O)Oc2ccc(NS(=O)(=O)c3ccccc3)cc2C1=O	1.4	/
63	CCCCCCNC(=O)Nc1ccc(S(=O)(=O)Nc2ccc(CCNCC(O)COc3ccc(O)cc3)cc2)cc1 (centres undefined)	1.2	/
64	CC(C)C#Cc1ccc2c(c1)O[C@H](CN(C)C(=O)c1ccncc1)[C@@H](C)CN([C@@H](C)CO)S2(=O)=O	/	5.1
65	CO[C@H]1CN(C)C(=O)c2ccc(NC(C)=O)cc2OC[C@@H](C)N(C(=O)CN(C)C)C[C@H]1C	/	-14.9
66	C[C@@H]1CCCCO[C@@H](CN(C)Cc2ccc(Cl)c(Cl)c2)[C@H](C)CN([C@@H](C)CO)C(=O)c2cc(NS(=O)(=O)c3ccc(F)cc3)ccc2O1	-0.1	/
67	O=C(Cn1cnc2ccccc2c1=O)Nc1ccccc1Cl	0.9	-15.4
68	O=C(C[C@@H]1C[C@@H]2c3cc(NC(=O)Nc4ccc(C(F)(F)F)cc4)ccc3O[C@@H]2[C@@H](CO)O1)NCc1ccccn1	-0.9	-7.7
69	O=C(NCC[C@H]1CC[C@H](NC(=O)C2CCC2)[C@H](CO)O1)c1ccc(F)cc1	0.4	-3.3
70	CCC(=O)N(C)C[C@H]1Oc2cc(C#CCC(C)C)ccc2S(=O)(=O)N([C@@H](C)CO)C[C@@H]1C	-0.3	/
71	O=C(NCC[C@H]1CC[C@@H](NC(=O)c2cccnc2)[C@@H](CO)O1)Nc1ccc(F)cc1	0.3	-5.1
72	C[C@H]1CN([C@@H](C)CO)C(=O)Cc2cc(NS(=O)(=O)c3cccs3)ccc2O[C@@H]1CN(C)C(=O)Nc1ccc(C(F)(F)F)cc1	0.2	/
73	CNC[C@H]1OCCCC[C@@H](C)Oc2ccc(NC(=O)NC3CCCCC3)cc2C(=O)N([C@@H](C)CO)C[C@H]1C	/	9.0
74	CO[C@@H]1CN(C)C(=O)c2ccc(NC(=O)c3cnccn3)cc2OC[C@@H](C)N(CC2CC2)C[C@H]1C	0.4	-0.7
75	CC1CCCC2=CC(OC2=O)C(C)(C)CCC1=O (centres undefined)	0.1	/
76	Cc1noc(C)c1S(=O)(=O)Nc1cccc2c1O[C@H](CN(C)Cc1ccc(Cl)c(Cl)c1)[C@H](C)CN([C@@H](C)CO)C2=O	-0.7	/
77	O=C(CC1NCCNC1=O)Nc1ccccc1Cl (centres undefined)	-0.1	10.2
78	C[C@@H]1CN([C@H](C)CO)C(=O)c2cc(NC(=O)c3ccncc3)ccc2O[C@H]1CN(C)C(=O)Nc1ccc(C(F)(F)F)cc1	1.4	8.1

Single values from the list:
Value for entry 45 in IDH1 R132H inh: -3.0
Value for entry 47 in PRC2 inh: -3.0
